NSD2 inh: NSD2 histone methyltransferase inhibitors, primary screen, biochemical, AlphaScreen, single concentration, set 2; Histone-lysine N-methyltransferase NSD2 (Homo sapiens), O96028; NSD2 peptide methylation, 120 min; inhibition, % at 12.5 µM; 0.54% of 310,000 active; AID 743445, 2014; in the data active = inhibition above about 50%
CDK5 p35 inh: inhibitors of human CDK5/p35 kinase, primary screen, biochemical, single concentration | Recombinant CDK5/p35, ADP-Glo luminescence, 60 min | inhibition, % at 10 µM | 0.01% of 330,000 active;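 active = highest replicate inhibition of at least 50% and at least 75% of replicates reaching 50%; inconclusive = only one of the two criteria met; inactive = both criteria failed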;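 note: plate controls were DMSO neutral control for no effect and GW8510 at 10 µM for full effect; many of its hits are not listed in these tables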
HTR5A inv ag: HTR5A inverse agonists in luminescence cell assay, primary screen, counter-screen for OPRM1-OPRD1 heterodimer inverse agonist project, full-deck HTS | HTR5A cell line, inverse agonism | inhibition, % at 9.3 µM | 0.083% of 340,000 active | AID 504634, 2011; in the data active = inhibition mostly above about 23%, no sharp cut-off; inactive = mostly below about 18%;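 note: 0% = cells with DMSO and 100% = no-cell wells with DMSO; some compounds called inactive have numbers as strong as hits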
Wnt act: Wnt/beta-catenin pathway activators, primary screen, cell-based, plate reader, single point; Wnt/beta-catenin reporter cell assay, activator; activation, % at 9.35 µM; 1.2% of 300,000 active; AID 743398, 2014; in the data active = activation above about 30%, passing the limit was not always enough; inconclusive = no clear call, values can overlap the other calls;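 note: 0% = neutral control wells and 100% = positive control wells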
SR-BI HDL uptake: inhibitors of SR-BI mediated HDL lipid uptake, primary screen, ldlA[mSR-BI] cells, fluorescence, single point; ldlA[mSR-BI] CHO cells, DiI-HDL uptake fluorescence, 3 h; inhibition, % at 12.5 µM; 0.96% of 320,000 active;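 active = mean replicate inhibition of at least 70% and a set share of replicates each scoring 70 or more; inconclusive = meets just one of the two criteria; inactive = fails both criteria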;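 note: 0% = median of neutral control wells and 100% = median of positive control wells; values of inactives mirror those of a sister screen read the other way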
Target sequence (Q61009 whole entry, looked up): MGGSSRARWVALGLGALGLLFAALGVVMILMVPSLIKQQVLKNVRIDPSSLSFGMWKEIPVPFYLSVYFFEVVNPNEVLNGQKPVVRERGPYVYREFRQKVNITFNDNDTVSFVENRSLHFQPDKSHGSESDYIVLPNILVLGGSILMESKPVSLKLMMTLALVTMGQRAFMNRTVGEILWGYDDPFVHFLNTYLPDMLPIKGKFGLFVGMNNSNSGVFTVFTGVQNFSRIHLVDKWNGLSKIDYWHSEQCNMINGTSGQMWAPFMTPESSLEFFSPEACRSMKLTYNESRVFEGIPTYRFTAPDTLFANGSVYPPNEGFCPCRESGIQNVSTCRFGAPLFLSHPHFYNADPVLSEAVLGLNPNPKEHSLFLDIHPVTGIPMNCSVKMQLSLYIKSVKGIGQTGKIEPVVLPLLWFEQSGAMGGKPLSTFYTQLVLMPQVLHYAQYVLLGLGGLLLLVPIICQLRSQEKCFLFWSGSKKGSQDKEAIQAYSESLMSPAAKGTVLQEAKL
HTR5A ag: HTR5A agonists in luminescence cell assay, primary screen, counter-screen for OPRM1-OPRD1 heterodimer agonist project, full-deck HTS. 0.61% of 340,000 active. 5-hydroxytryptamine receptor 5A (Homo sapiens), P47898. AID 504692, 2011. activation, % at 9.3 µM. cell-based; in the data active = activation mostly above about 9.5%, no sharp cut-off; inactive = mostly below about 7.6%;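 note: 0% = cells with vehicle only and 100% = reference agonist; strong numbers were not always called active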
MITF act: activators of MITF-driven TRPM1 promoter reporter, primary screen, cell-based, SK-MEL-5, luciferase, single point | SK-MEL-5 TRPM1-promoter luciferase, 24 h; % of positive control, neutral wells = 0 | activation, % at 12.5 µM | 0.75% of 300,000 active;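 active = mean activation of at least 80% with every replicate also reaching 80%; inconclusive = mean reaches 80% but some replicate falls short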;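 note: 0% = neutral control wells and 100% = parthenolide positive control wells; values of inactives mirror those of a sister screen read the other way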
dFosB activator: activators of delta FosB homodimer, primary screen, biochemical, fluorescence polarization, TAMRA-CDK5 oligo, single point | activation, % at 25 µM | Protein FosB (Mus musculus), P13346 | AID 493131, 2011 | 0.99% of 340,000 active | purified delta FosB; percent of positive-control signal above neutral wells;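 active = mean activation above about 17%, with every replicate also reaching it, limit read from the data, passing the limit was not always enough; inconclusive = only one of the two conditions met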;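 note: fluorescence polarization rise as delta FosB binds a TAMRA Cdk5 AP-1 oligo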
Target sequence (P13346 whole entry, looked up): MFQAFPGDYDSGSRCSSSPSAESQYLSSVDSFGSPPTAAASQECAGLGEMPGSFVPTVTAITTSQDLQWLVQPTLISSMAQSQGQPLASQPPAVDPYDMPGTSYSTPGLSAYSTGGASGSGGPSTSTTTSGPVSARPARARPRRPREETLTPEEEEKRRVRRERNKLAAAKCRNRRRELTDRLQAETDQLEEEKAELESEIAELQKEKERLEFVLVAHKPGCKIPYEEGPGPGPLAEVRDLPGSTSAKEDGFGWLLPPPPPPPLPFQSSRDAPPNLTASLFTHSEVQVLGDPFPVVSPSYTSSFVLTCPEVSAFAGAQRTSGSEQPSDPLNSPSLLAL
PvdQ inh: P. aeruginosa PvdQ acylase inhibitors, primary screen, biochemical, fluorescence, plate reader and imaging, single point; purified PvdQ acylase; AID 488965, 2010; inhibition, % at 10 µM; 0.063% of 340,000 active; in the data active = inhibition above about 30%, passing the limit was not always enough; inconclusive = no clear call, values can overlap the other calls;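 note: 0% = vehicle neutral wells and 100% = reference inhibitor wells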
V-ATPase pHluor: regulators of yeast V-ATPase proton pumping, primary screen, pHLuorin cytosolic pH fluorescence. S. cerevisiae. response, % at 10 µM. 0.37% of 350,000 active; in the data active = response mostly above about 7.3%, no sharp cut-off; inactive = mostly below about 5.4%; note: actives read high; inactives centre near 0; some compounds called inactive have numbers as strong as hits; reference of the scale not given here
Numbers without * were called inactive; ? = inconclusive; / = no result given.

SMILES	NSD2 inh	CDK5 p35 inh	HTR5A inv ag	Wnt act	SR-BI HDL uptake	HTR5A ag	MITF act	dFosB activator	PvdQ inh	V-ATPase pHluor
CC[C@]12c3[nH]c4ccccc4c3CCN1C(=O)C(CC(=O)NCc1ccco1)C[C@@H]2C(=O)N1CCN(C(=O)C2CC2)CC1 (some centres undefined)	/	0.3	12	-4	-3	-3	5	-4	14	1
CCCn1c(=S)[nH]c2sc3c(c2c1=O)CCCC3	2	-6.5	3	2	-1	-1	10	13	-25	-3
CC(C)(C)c1ccc(OCCNC(=S)NC(=O)c2cccnc2)cc1	-2	-1.5	-14	/	-34	4	-9	-1	6	1
Cn1nc(C(=O)OCC(=O)Nc2ccc(F)cc2Cl)c2ccccc2c1=O	-33	1.3	6	-4	4	-2	-12	-4	-7	3
CC1CN(C(=O)CCC(=O)N2CCN(c3cccc(C(F)(F)F)c3)CC2)c2ccccc2O1 (centres undefined)	/	-2.3	-4	-3	47	2	6	1	1	0
COc1ccc(CN2CCN(C(=O)CC(C)C)CC2)c(OC)c1OC	-8	-0.2	-19	/	-37	-4	9	-8	-6	2
CCOC(=O)CN(C(=O)CN1CCOCC1)c1ccc(Br)cc1	-3	-1.9	-9	/	-9	4	-6	-6	-3	0
CC(C)(C)N(Cc1ccccc1)C(=O)COC(=O)CCN1C(=O)C2CC=CCC2C1=O (centres undefined)	2	-3.0	14	27	-54	7	9	-1	-7	0
Cc1cc2oc(=O)cc(-c3ccccc3)c2c(C)c1-c1ccc(O)cc1	/	1.0	-6	-1	66	2	-10	-15	3	0
Cc1nnc(N2CCOCC2)c2nn(-c3ccccc3)c(C)c12	-3	/	-6	-4	1	4	-6	6	-8	-2
Cc1c(NC(=O)c2ccc(S(=O)(=O)N3CC(C)OC(C)C3)cc2)c(=O)n(-c2ccccc2)n1C (centres undefined)	-3	-0.9	-14	-2	2	1	71	2	-18	-1
CC1CCc2nc(NC(=O)C3CCCO3)sc2C1 (centres undefined)	5	-0.7	-29	/	-1	4	34	-14	-6	7
O=C(COC(=O)c1ccc(O)cc1O)Nc1ccc(Cl)cn1	0	4.1	2	0	-4	3	-1	-13	-15	3
Cc1ccccc1C(=O)N1CCC(C(=O)N(CC(C)C)c2c(N)n(Cc3ccccc3)c(=O)[nH]c2=O)CC1	-1	-0.6	-17	-2	-7	6	5	-6	4	-2
CN(C)S(=O)(=O)c1ccc(NC(=O)Cc2ccc(S(=O)(=O)N3CCOCC3)s2)cc1	-4	1.7	-8	-2	-5	3	6	0	-2	-4
Cc1cccc(CC2SC(N3CCN(c4ccccc4)CC3)=NC2=O)c1 (centres undefined)	2	-1.0	-4	-6	-23	-1	-4	-13	-13	4
Cc1ccc(OCC(=O)NCCO)cc1C	-2	0.3	2	-1	-4	3	6	-9	-14	0
CCCSCCCNC(=O)c1ccc(NC(=O)C2=CSCCO2)cc1	5	-0.3	11	0	34	0	8	-9	-11	-1
O=C(C1CCN(Cc2ccc(F)cc2)CC1)N1CCN(C/C=C/c2ccccc2)CC1	-1	-6.6	-1	-1	4	0	1	-10	-14	-3
CCOc1cc(N2CCOCC2)c(OCC)cc1NC(=O)COC(=O)c1ccc(Cl)nc1	3	4.0	-6	-4	-1	2	-10	-1	7	0
CC1(C)Oc2ccc3ccc(=O)oc3c2/C(=C/O)C1=O	0	-1.2	-11	1	-29	14*	6	-10	19	10
Cc1cccc(NC(=O)COC(=O)c2ccc3c(c2)OCO3)c1C	1	0.2	0	0	-4	0	10	-2	-13	1
O=C(CSc1ccc(Cl)cc1)Nn1cnnc1	1	0.8	-2	5	-4	-1	6	-4	-7	8
COc1ccccc1CNC(=O)c1cnc2sccn2c1=O	/	1.4	-20	0	-10	8	7	5	-12	-1
O=C(Nc1ccccc1Cl)c1cccc(NC(=O)c2cccs2)c1	-1	1.3	-26	-1	39	-2	-4	-15	-11	2
COc1nnc(-c2ccc(C)c(S(=O)(=O)NC(C)C)c2)c2ccccc12	-1	0.7	3	-3	27	-1	-2	-7	-9	-2
COC(=O)c1c(NC(=O)c2ccnn2C)sc(C)c1C	17	-1.1	14	-3	2	4	11	-2	-4	0
Cc1nn(S(=O)(=O)N2CCCCC2)c(C)c1Br	-3	1.1	3	/	2	1	-1	4	6	-1
Cc1cc(C)n2nc(SCn3nnc4ccccc4c3=O)nc2n1	-2	-0.7	-1	0	-31	0	7	-7	-5	/
COc1ccccc1CN1CC(C(=O)NCCc2ccccc2Cl)CCC1=O (centres undefined)	3	-0.2	-1	5	21	-1	11	-9	-11	-6
COc1ccc(CSc2nnc(NC(C)=O)s2)cc1[N+](=O)[O-]	-1	-10	8	-2	-13	2	13	9	-8	-4
COc1cc(OC)cc(-c2nc3ccccc3c(=O)n2OC(=O)c2ccc(Br)cc2)c1	-30	-1.2	0	-3	-11	0	-5	2	-1	-2
O=C(c1ccc2oc(CCc3ccccc3)nc2c1)N1CC[C@H](O)C1	0	-1.1	-7	8	3	2	79	2	8	-1
O=C(OC1CCN(c2ncc(C(F)(F)F)cc2Cl)CC1)c1ccccc1	2	-0.6	-3	/	-31	1	10	3	-4	-3
CC12CCC(C(=O)N(CSC(=S)N/N=C\c3ccccc3O)C1=O)C2(C)C (centres undefined)	1	0.1	-9	1	104*	1	-1	-12	-3	-1
COc1ccc(-n2nnnc2SC(C)C(=O)NC2CCCC2)cc1 (centres undefined)	-1	0.5	-11	-2	-21	4	2	-2	-8	-3
Cc1ccccc1NC(=O)NCCCN1CCN(C2CCCCC2)CC1	0	-0.8	-12	/	4	-5	-1	-2	4	-5
Nc1nc2c(nc(Br)n2[C@@H]2O[C@@H]3COP(=O)(O)O[C@H]3[C@H]2O)c(=O)[nH]1	/	0.0	-7	-2	-13	-1	-8	4	3	1
N#CC1=C(N)N=C(SCc2cccc3ccccc23)C(C(N)=O)C12CCCCC2 (centres undefined)	1	-2.5	-1	/	9	-1	-11	-4	-6	5
Cc1ccc(CN(c2ccc(C(=O)NCC3CCCO3)cc2)S(C)(=O)=O)cc1 (centres undefined)	1	-1.9	-3	-3	10	1	3	-11	-7	-1
CC(C)(C)c1ccc(OCC(O)CS(=O)(=O)c2ccccn2)cc1 (centres undefined)	1	-0.9	16	/	-19	4	8	-2	-26	1
CCOc1ccccc1NC(=O)COc1ccc2ccc(=O)oc2c1	-9	-0.3	-6	-3	/	0	14	-7	0	-3
Cc1ccc(C)c(OCCC(=O)NCCc2ccc(F)cc2)c1	-2	-0.8	21	-2	11	-9	0	-13	-8	-1
O=C(OCC(=O)N1CCCC1)c1cc2c(cc1[N+](=O)[O-])OCCO2	2	-0.5	20	0	-5	2	0	1	-6	1
O=C(/C=C/c1ccco1)NCC1CCCO1 (centres undefined)	-3	1.0	14	/	-28	-6	9	-2	-3	0
CC(=O)c1ccc(-n2nncc2C(C)(C)C)cc1	3	-3.5	-5	-3	21	2	2	-2	2	0
C/C(=N\Nc1nc2c(s1)CCCC2)c1ccc(Cl)cc1	0	-1.0	-38	-3	?	2	/	-3	7	2
CCOC(=O)Nc1sc(C)nc1-c1ccccc1	-2	-2.4	-9	6	20	4	17	-1	-12	-1
O=C(Cn1nc(C(=O)O)c2ccccc2c1=O)Nc1cc(Cl)ccc1-n1cncn1	21	0.7	-11	-1	-22	4	6	7	-11	9
CC(C)N(Cc1cc2ccccc2[nH]c1=O)C(=O)c1ccco1	3	-2.4	12	1	-5	1	1	-9	-24	4

Part of the list above, reformatted:
smiles,NSD2 inh,CDK5 p35 inh,HTR5A inv ag,Wnt act,SR-BI HDL uptake,HTR5A ag,MITF act,dFosB activator,PvdQ inh,V-ATPase pHluor
CC12CCC(C(=O)N(CSC(=S)N/N=C\c3ccccc3O)C1=O)C2(C)C (centres undefined),1,0.1,-9,1,104*,1,-1,-12,-3,-1
COc1ccc(-n2nnnc2SC(C)C(=O)NC2CCCC2)cc1 (centres undefined),-1,0.5,-11,-2,-21,4,2,-2,-8,-3
Cc1ccccc1NC(=O)NCCCN1CCN(C2CCCCC2)CC1,0,-0.8,-12,/,4,-5,-1,-2,4,-5
Nc1nc2c(nc(Br)n2[C@@H]2O[C@@H]3COP(=O)(O)O[C@H]3[C@H]2O)c(=O)[nH]1,/,0.0,-7,-2,-13,-1,-8,4,3,1
N#CC1=C(N)N=C(SCc2cccc3ccccc23)C(C(N)=O)C12CCCCC2 (centres undefined),1,-2.5,-1,/,9,-1,-11,-4,-6,5
Cc1ccc(CN(c2ccc(C(=O)NCC3CCCO3)cc2)S(C)(=O)=O)cc1 (centres undefined),1,-1.9,-3,-3,10,1,3,-11,-7,-1
CC(C)(C)c1ccc(OCC(O)CS(=O)(=O)c2ccccn2)cc1 (centres undefined),1,-0.9,16,/,-19,4,8,-2,-26,1
CCOc1ccccc1NC(=O)COc1ccc2ccc(=O)oc2c1,-9,-0.3,-6,-3,/,0,14,-7,0,-3
Cc1ccc(C)c(OCCC(=O)NCCc2ccc(F)cc2)c1,-2,-0.8,21,-2,11,-9,0,-13,-8,-1
O=C(OCC(=O)N1CCCC1)c1cc2c(cc1[N+](=O)[O-])OCCO2,2,-0.5,20,0,-5,2,0,1,-6,1
O=C(/C=C/c1ccco1)NCC1CCCO1 (centres undefined),-3,1.0,14,/,-28,-6,9,-2,-3,0
CC(=O)c1ccc(-n2nncc2C(C)(C)C)cc1,3,-3.5,-5,-3,21,2,2,-2,2,0
C/C(=N\Nc1nc2c(s1)CCCC2)c1ccc(Cl)cc1,0,-1.0,-38,-3,?,2,/,-3,7,2
